aGal spleen mod: inhibitors or activators of human alpha-galactosidase in spleen homogenate; P06280; AID 2107; human spleen homogenate, 4MU-alpha-Gal fluorescence, 40 min; 240,000 compounds, 0.008% hits; Potency, µM (highest dose often 80 µM), for inactives: top-dose activity change, negative = inhibition, usual class: inhibitors; active means well fitted inhibition curve with a large enough effect; inconclusive means small, poorly fitted or top-dose-only effect, or effect the other way;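 further: 0% = enzyme with vehicle and -100% = no enzyme basal signal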
Target sequence (P06280 32-429 limits assumed): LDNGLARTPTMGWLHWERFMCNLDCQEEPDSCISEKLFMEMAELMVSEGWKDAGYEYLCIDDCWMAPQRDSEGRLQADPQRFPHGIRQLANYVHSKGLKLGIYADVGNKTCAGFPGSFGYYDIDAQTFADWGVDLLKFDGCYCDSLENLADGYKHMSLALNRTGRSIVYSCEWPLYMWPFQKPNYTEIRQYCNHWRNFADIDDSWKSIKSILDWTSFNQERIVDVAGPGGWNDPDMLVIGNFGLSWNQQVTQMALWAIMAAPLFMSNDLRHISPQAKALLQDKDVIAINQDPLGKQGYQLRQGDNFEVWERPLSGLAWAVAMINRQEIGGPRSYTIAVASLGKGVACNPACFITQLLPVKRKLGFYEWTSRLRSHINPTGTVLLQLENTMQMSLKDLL
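qHTS titration in buffer at pH 5.0. Alpha-galactosidase activity in spleen homogenate was measured via 4-methylumbelliferone release from 1 mM fluorogenic substrate after 40 min at 37C and a pH 10 stop. AC50 came from Hill fits of control-normalized data.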
* marks the source's active call; other numbers are inactive results; ? = inconclusive. Potency means the concentration at half of the fitted maximal effect. A portion of the library; rates above refer to the full screens.

molecule	aGal spleen mod
CCNc1ncc2nc(CCc3ccccc3)c(=O)n(Cc3ccc(F)cc3)c2n1	-2%
O=C(c1cc(C(F)(F)F)cc(C(F)(F)F)c1)N1CCC2(CC1)CCN(c1ncccn1)CC2	10%
COC(=O)N1CCC2(CC1)CN(c1ccccn1)C2	-6%
COc1cccc(-c2ccc3ncnc(NCc4ccccc4)c3c2)c1	-2%
CN(C)c1ncc2nc(-c3ccccc3)c(=O)n(CCc3ccccc3)c2n1	13%
Cc1nc2cnc(OCc3ccccc3)nc2n(C)c1=O	-2%
CC(=O)N1CCC[C@@]2(CCN(Cc3cc(C(F)(F)F)cc(C(F)(F)F)c3)C2)C1	23%
CN1CCN(c2ncncc2-c2cccnc2)CC1	-3%
Cc1ccccc1-c1nccc(NCc2cccs2)n1	-5%
CN(C)c1nc(-c2ccc3c(c2)OCO3)nc2ccccc12	13%
c1cncc(CNc2ncnc3ccc(-c4ccoc4)cc23)c1	-9%
O=C(c1ccncc1)N1CCC[C@@]2(CCN(c3ccncc3)C2)C1	-6%
c1ccc(-c2cccc(N3CC4(CCNCC4)C3)c2)cc1	-4%
COCCn1c(=O)c(-c2cccc(C#N)c2)nc2cnc(Oc3ccc(OC)cc3)nc21	-12%
COc1ccccc1CNc1ncnc2ccc(-c3cccc(C#N)c3)cc12	0%
COc1cccc(Cn2c(=O)c(-c3ccc(Cl)cc3)nc3cnc(OC)nc32)c1	-19%
CS(=O)(=O)N1CCC[C@@]2(CCN(C(=O)Nc3cccc(C#N)c3)C2)C1	-2%
O=C(c1cccc(F)c1)N1CCC2(CCCN(C(c3ccccc3)c3ccccc3)C2)CC1	-3%
CN(C)c1ncc2nc(-c3cc(F)cc(F)c3)c(=O)n(-c3ccccc3)c2n1	11%
COc1ccccc1CNc1ncnc2ccc(-c3ccccc3C#N)cc12	4%
COc1cccc(Cn2c(=O)c(CCc3ccccc3)nc3cnc(N4CCN(C)CC4)nc32)c1	-7%
O=C(c1cccc(F)c1)N1CCC2(CCN(Cc3ccccc3)CC2)CC1	7%
Cc1ccccc1-c1nc(N2CCNCC2)c2ccccc2n1	0%
CC(C)NC(=O)N1CCCC2(CCN(S(=O)(=O)c3ccccc3)CC2)C1	2%
COc1ccc(NC(=O)N2CC[C@@]3(CCCN(C(=O)c4c(C)noc4C)C3)C2)cc1	-4%
COc1ccc(-c2nc3cnc(N4CCOCC4)nc3n(C[C@H]3CCCO3)c2=O)cc1	10%
COc1ccc(C(=O)N2CCC[C@@]3(CCN(C(=O)Nc4ccccc4)C3)C2)cc1	11%
CC(=O)N1CCC2(CCN(Cc3ccccc3)CC2)CC1	6%
COCCNc1ncncc1-c1c(C)noc1C	-6%
COc1ccc(-c2nc3cnc(N4CCNCC4)nc3n(Cc3ccc(F)cc3)c2=O)cc1	2%
COc1ccc(-c2nc3cnc(OC)nc3n(CCc3ccccc3)c2=O)cc1	11%
CN(C)C(=O)c1ccc(-c2cc(NCc3cccnc3)ncn2)cc1	3%
O=C(c1ccco1)N1CCC2(CCN(Cc3nccs3)CC2)CC1	1%
FC(F)(F)c1ccccc1-c1nc(N2CCOCC2)c2ccccc2n1	9%
Cc1cccc(CNc2cc(-c3ccccc3Cl)ncn2)c1	7%
CN1CCN(c2ncc3nc(-c4ccccc4)c(=O)n(CCC#N)c3n2)CC1	-4%
COc1ccc(-c2nc3cnc(OC)nc3n(C[C@H]3CCCO3)c2=O)cc1	12%
COc1cccc(-c2nc(NCCN3CCOCC3)c3ccccc3n2)c1	4%
COCCn1c(=O)c(-c2ccccc2)nc2cnc(Nc3ccccc3)nc21	0%
N#Cc1ccc(CN2CCC3(CC2)CCN(C(=O)c2csnn2)CC3)cc1	-2%
O=C(c1cnccn1)N1CCC2(CC1)CCN(c1ccncc1)CC2	12%
O=C(c1cc(C(F)(F)F)cc(C(F)(F)F)c1)N1CCC[C@@]2(CCN(c3ccccc3)C2)C1	-1%
COc1cccc(Cn2c(=O)c(CCc3ccccc3)nc3cncnc32)c1	-10%
N#Cc1cccc(-c2ccc3ncnc(NCc4cccs4)c3c2)c1	4%
COc1ccccc1-c1nccc(NCc2cccnc2)n1	-4%
COc1cccc(Nc2ncc3nc(C)c(=O)n(CCC#N)c3n2)c1	-3%
COc1cccc(Cn2c(=O)c(-c3ccc(F)c(F)c3)nc3cncnc32)c1	-9%
COCCn1c(=O)c(-c2cn(C)c3ccccc23)nc2cncnc21	5%
O=C(c1ccco1)N1CCC2(CCCN(c3ccccc3)C2)CC1	7%
CC(=O)N1CCC2(CC1)CN(C(c1ccccc1)c1ccccc1)C2	-3%
O=C(c1ccncc1)N1CCC2(CC1)CCN(C(c1ccccc1)c1ccccc1)CC2	-1%
CS(=O)(=O)Nc1cccc(-c2ccc3ncnc(NCc4cccs4)c3c2)c1	11%
COCCn1c(=O)c(-c2ccc(OC)cc2)nc2cnc(N3CCOCC3)nc21	11%
COCCn1c(=O)c(-c2cccs2)nc2cnc(N3CCN(C)CC3)nc21	8%
CC(C)NC(=O)N1CC[C@@]2(CCCN(C(=O)Oc3ccccc3)C2)C1	11%
O=C(c1ccncc1)N1CCC[C@@]2(CCN(Cc3ccncc3)C2)C1	-4%
O=C(c1csnn1)N1CCC[C@@]2(CCN(c3ccccn3)C2)C1	-1%
COc1ccc(C(=O)N2CCC[C@@]3(CCN(c4ccccc4)C3)C2)cc1	8%
O=C(c1csnn1)N1CCC2(CC1)CCN(c1ccncc1)CC2	4%
Cn1cccc1C(=O)N1CCC2(CCCN(C(=O)Nc3cccc(F)c3)C2)CC1	10%

Continued.
molecule	aGal spleen mod
COc1ccc2[nH]cc(CCNc3cc(-c4ccccc4C)ncn3)c2c1	10%
COc1ccccc1-c1nc(NCc2cccnc2)c2ccccc2n1	14%
COc1ccc(-c2nc3cnc(Nc4cccc(OC)c4)nc3n(C)c2=O)cc1	-9%
CCNc1ncc2nc(-c3cc(F)cc(F)c3)c(=O)n(-c3ccccc3)c2n1	-2%
O=C(c1csnn1)N1CCC2(CC1)CN(Cc1cc(C(F)(F)F)cc(C(F)(F)F)c1)C2	-12%
Fc1ccc(Nc2ccnc(-c3ccc4c(c3)OCO4)n2)cc1	8%
CC(C)NC(=O)N1CC[C@@]2(CCCN(S(=O)(=O)c3ccccc3)C2)C1	7%
COc1ccc(CNc2nc(-c3c(C)noc3C)nc3ccccc23)c(OC)c1	-28%
CN(Cc1ccco1)c1cc(-c2ccccc2C(F)(F)F)ncn1	-25%
O=C(c1cnccn1)N1CCC2(CCCN(c3ccncc3)C2)CC1	8%
COc1ccc(-n2c(=O)c(CCc3ccccc3)nc3cnc(N4CCOCC4)nc32)cc1	5%
O=c1c(-c2cccs2)nc2cnc(N3CCOCC3)nc2n1Cc1cccs1	0%

Structures from the list above with a Cl atom, in the order listed:
molecule	aGal spleen mod
COc1cccc(Cn2c(=O)c(-c3ccc(Cl)cc3)nc3cnc(OC)nc32)c1	-19%
Cc1cccc(CNc2cc(-c3ccccc3Cl)ncn2)c1	7%

Copied from the list:
`COCCn1c(=O)c(-c2cn(C)c3ccccc23)nc2cncnc21` @ aGal spleen mod = 5%
`COc1ccccc1CNc1ncnc2ccc(-c3cccc(C#N)c3)cc12` @ aGal spleen mod = 0%
`Cc1cccc(CNc2cc(-c3ccccc3Cl)ncn2)c1` @ aGal spleen mod = 7%
`N#Cc1ccc(CN2CCC3(CC2)CCN(C(=O)c2csnn2)CC3)cc1` @ aGal spleen mod = -2%
`CC(=O)N1CCC2(CC1)CN(C(c1ccccc1)c1ccccc1)C2` @ aGal spleen mod = -3%
`COCCn1c(=O)c(-c2ccccc2)nc2cnc(Nc3ccccc3)nc21` @ aGal spleen mod = 0%
`COc1ccc(-c2nc3cnc(OC)nc3n(CCc3ccccc3)c2=O)cc1` @ aGal spleen mod = 11%

More compounds:
molecule	aGal spleen mod
COCCn1c(=O)c(-c2cccc(Cl)c2)nc2cncnc21	-1%
CC(C)CN1CC[C@@]2(CCCN(C(=O)c3cc(C(F)(F)F)cc(C(F)(F)F)c3)C2)C1	-2%
COc1ccc(-n2c(=O)c(C)nc3cnc(OC)nc32)cc1	3%
CN(C)c1ncc2nc(-c3ccc(Cl)cc3)c(=O)n(CCC#N)c2n1	-8%
Cn1c(=O)c(CCc2ccccc2)nc2cnc(Oc3ccccc3)nc21	6%
Cc1cccc(CNc2ccnc(-c3ccccc3C(F)(F)F)n2)c1	4%
Cc1noc(C)c1-c1nc(NC2CCNCC2)c2ccccc2n1	4%
CC(=O)N1CCC2(CC1)CN(Cc1ccccc1)C2	7%
COc1cccc(Cn2c(=O)c(CCc3ccccc3)nc3cnc(N(C)C)nc32)c1	16%
CN1CCN(c2ncc3nc(-c4ccccc4)c(=O)n(Cc4ccc(F)cc4)c3n2)CC1	12%
Cn1c(=O)c(-c2ccc(Cl)cc2)nc2cncnc21	1%
COc1cccc(-c2nc(NCc3ccccc3OC)c3ccccc3n2)c1	1%
CC(=O)C12C3C4C(C5C1C3C5(Br)C41OCCO1)C21OCCO1 (configuration not stated)	10%
Cn1cc(-c2nc3cnc(Oc4ccccc4)nc3n(CCC#N)c2=O)c2ccccc21	-7%
COCCn1c(=O)c(-c2ccccc2)nc2cnc(N3CCN(C)CC3)nc21	18%
COc1ccccc1-c1nc(N(C)Cc2ccco2)c2ccccc2n1	3%
Cc1noc(C)c1-c1ccc2ncnc(NCc3cccs3)c2c1	4%
COCCn1c(=O)c(-c2cn(C)c3ccccc23)nc2cnc(N3CCNCC3)nc21	9%
O=C(c1ccco1)N1CCC2(CC1)CN(c1cccc(-c3ccccc3)c1)C2	2%
Cc1cccc(CNc2ncncc2-c2ccccc2C)c1	7%
COCCn1c(=O)c(-c2cn(C)c3ccccc23)nc2cnc(N3CCOCC3)nc21	-3%
O=c1c(-c2cc(F)cc(F)c2)nc2cnc(N3CCNCC3)nc2n1CCc1ccccc1	12%
O=C(c1ccncc1)N1CCC2(CC1)CN(c1ccccn1)C2	-12%
COc1cccc(Nc2ncc3nc(C)c(=O)n(C[C@H]4CCCO4)c3n2)c1	-25%
CS(=O)(=O)N1CCC2(CC1)CN(c1cccc(-c3ccccc3)c1)C2	3%
N#Cc1cccc(-c2nc3cnc(N4CCOCC4)nc3n(Cc3ccc(F)cc3)c2=O)c1	5%
CS(=O)(=O)N1CCC2(CC1)CN(c1ncccn1)C2	-6%
COc1cccc(-c2cc(NCc3ccc(OC)cc3OC)ncn2)c1	-6%
O=C(Nc1cccc(F)c1)N1CCC2(CC1)CCN(S(=O)(=O)c1ccccc1)CC2	-1%
O=C(Nc1ccccc1)N1CCC2(CC1)CCN(C(=O)c1ccco1)CC2	3%
COc1ncc2nc(-c3cccc(C#N)c3)c(=O)n(CCC#N)c2n1	3%
CN(C)c1ncc2nc(-c3cc(F)cc(F)c3)c(=O)n(Cc3ccc(F)cc3)c2n1	-14%
O=c1c(-c2ccc(Cl)cc2)nc2cnc(N3CCNCC3)nc2n1Cc1ccc(F)cc1	20%
O=c1cnc2cncnc2n1Cc1ccccc1	-5%
CN1CCN(c2ncc3nc(-c4cccc(C#N)c4)c(=O)n(CCc4ccccc4)c3n2)CC1	17%
COc1cccc(Nc2ncc3ncc(=O)n(CCc4ccccc4)c3n2)c1	4%

A portion from further up, for reference:
molecule	aGal spleen mod
CS(=O)(=O)N1CCC2(CC1)CN(c1cccc(-c3ccccc3)c1)C2	3%
N#Cc1cccc(-c2nc3cnc(N4CCOCC4)nc3n(Cc3ccc(F)cc3)c2=O)c1	5%
CS(=O)(=O)N1CCC2(CC1)CN(c1ncccn1)C2	-6%
COc1cccc(-c2cc(NCc3ccc(OC)cc3OC)ncn2)c1	-6%

Later entries.
molecule	aGal spleen mod
FC(F)(F)c1cc(CN2CC3(CCNCC3)C2)cc(C(F)(F)F)c1	-4%
COc1ccc(-c2nc3cnc(Nc4ccccc4)nc3n(CCC#N)c2=O)cc1	-9%
CN1CCCC2(CCN(C(=O)c3cnccn3)CC2)C1	-1%
COCCn1c(=O)c(-c2ccc(OC)cc2)nc2cnc(N3CCNCC3)nc21	10%
CN(C)Cc1ccccc1-c1nc(NC2CC2)c2ccccc2n1	-7%
COc1ccccc1CN1CCC2(CC1)CCN(C(C)=O)CC2	2%
COc1cccc(Cn2c(=O)c(-c3ccccc3)nc3cncnc32)c1	-29%
O=c1cnc2cnc(Oc3cccc(Cl)c3)nc2n1Cc1ccc(F)cc1	-7%
CS(=O)(=O)N1CCC[C@@]2(CCN(c3ncccn3)C2)C1	-6%
COc1cccc(Nc2ncc3nc(-c4cccs4)c(=O)n(CCC#N)c3n2)c1	-5%
N#Cc1cccc(-c2nccc(NCc3cccnc3)n2)c1	1%
COc1ccc(NC(=O)N2CCC3(CC2)CCN(C(=O)c2ccco2)CC3)cc1	12%

Exported with each value named: 2 of the compounds above.
CN1CCN(c2ncc3nc(-c4cccc(C#N)c4)c(=O)n(CCc4ccccc4)c3n2)CC1
  aGal spleen mod = 17%

COCCn1c(=O)c(-c2ccc(OC)cc2)nc2cnc(N3CCNCC3)nc21
  aGal spleen mod = 10%

Following part.
molecule	aGal spleen mod
COc1ncc2nc(-c3ccccc3)c(=O)n(Cc3cccs3)c2n1	7%
Cc1cccc(CNc2ncncc2-c2ccc(C(=O)N(C)C)cc2)c1	-1%
COCC(=O)N1CCC2(CC1)CN(Cc1ccc(C#N)cc1)C2	-20%
c1cncc(CNc2ccnc(-c3ccc4c(c3)OCO4)n2)c1	12%
O=c1c(-c2cccs2)nc2cncnc2n1-c1ccccc1	10%
c1nc(NCCN2CCOCC2)c2cc(-c3ccoc3)ccc2n1	7%
COc1ncc2nc(C)c(=O)n(C3CC3)c2n1	?

High-throughput results deposited in PubChem by National Center for Advancing Translational Sciences (NCATS).
